Pol kappa inh: inhibitors of human DNA polymerase kappa; Q9UBT6; purified Pol kappa, fluorescent DNA synthesis assay, 10 min; Potency, µM (highest dose often 107 µM), without a hit: top-dose activity, negative = inhibition, most hits filed as inhibitors; 400,000 compounds, 0.53% hits; note: potency is the fitted concentration of half-maximal effect; % is set by controls: 0 for no effect and ±100 for the full control effect
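Kinetic fluorescence readout at 0 and 10 min followed reaction start with substrate at 50 nM final. Beforehand, enzyme (10 nM Pol kappa) stood 15 min with compound at room temperature; buffer-only wells were negative controls.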
APEX1 inh: APE1 (human) endonuclease inhibition. recombinant APE1, TAMRA/BHQ-2 abasic DNA cleavage fluorescence. P27695. Potency, µM (highest dose often 65.8 µM), inactives show at the top dose activity change, negative = inhibition, most hits filed as inhibitors. AID 2517. 350,000 compounds, 0.35% hits;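 note: potency is the fitted concentration of half-maximal effect; plate controls were vehicle for no effect and reference inhibitor for full effect; nearly all actives have a fitted effect of over 55% in size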
Target sequence (P27695 whole entry, looked up): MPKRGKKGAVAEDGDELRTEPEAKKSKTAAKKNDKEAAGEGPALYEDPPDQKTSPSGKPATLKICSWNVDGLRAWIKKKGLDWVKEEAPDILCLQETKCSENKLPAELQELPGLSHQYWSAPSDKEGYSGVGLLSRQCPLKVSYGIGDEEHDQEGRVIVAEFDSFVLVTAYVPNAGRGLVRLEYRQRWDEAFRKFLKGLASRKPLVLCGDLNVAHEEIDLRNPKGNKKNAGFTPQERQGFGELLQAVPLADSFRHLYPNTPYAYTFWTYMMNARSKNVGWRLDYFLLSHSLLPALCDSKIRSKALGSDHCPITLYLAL
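Substrate: short duplex with […] THF abasic site, 5'-TAMRA and 3'-BHQ-2, 50 nM final. APE1 at 0.75 nM, preincubated 15 min RT with compound. Fluorescence increase from first to third read measured activity.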
ERG-DNA inh: ERG Ets/DNA interaction inhibition. P11308. fluorescence polarization, His-ERG Ets domain / labelled DNA. Potency, µM (highest dose often 76.9 µM), for the others: at the top dose FP activity, negative = inhibition, hits mostly inhibitors. 370,000 compounds, 0.028% hits; active = well fitted inhibition curve with a large enough effect in the polarisation, with a control signal flat; inconclusive = small, poorly fitted or top-dose-only effect, or effect the other way, or a change in a side signal; inactive = no such curve, though single readings can be large or run the other way; the % refers to the polarisation;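 note: polarization taken with two DNA probes labelled with fluorescein and Texas red; potency is the fitted concentration of half-maximal effect; % of control where 0% means no effect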
Target sequence (P11308 whole entry, looked up, the tested form may be a part): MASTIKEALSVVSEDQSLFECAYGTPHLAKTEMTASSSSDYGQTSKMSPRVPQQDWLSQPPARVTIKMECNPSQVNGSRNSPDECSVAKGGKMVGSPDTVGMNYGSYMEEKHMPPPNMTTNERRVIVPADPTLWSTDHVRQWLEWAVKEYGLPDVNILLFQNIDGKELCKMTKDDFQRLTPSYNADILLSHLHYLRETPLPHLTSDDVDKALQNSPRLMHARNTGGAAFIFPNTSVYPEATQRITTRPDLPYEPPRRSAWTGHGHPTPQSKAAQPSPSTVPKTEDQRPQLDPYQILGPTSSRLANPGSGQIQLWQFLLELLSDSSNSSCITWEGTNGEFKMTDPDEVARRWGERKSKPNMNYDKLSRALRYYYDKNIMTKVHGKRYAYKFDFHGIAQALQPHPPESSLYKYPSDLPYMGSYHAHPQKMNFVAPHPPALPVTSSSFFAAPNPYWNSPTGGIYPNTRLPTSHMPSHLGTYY
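His-tagged ERG Ets domain (1 uM in the protein solution; 300mM KCl, 50mM Tris-HCl, 1mM EDTA, 1mM DTT, pH 7.5) received compound, then a probe mix of 5 nM fluorescein-DNA and 100nM Texas-615-DNA. Fluorescence polarization was read for both dyes.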
Anesthetic bind: binds horse apoferritin like a general anesthetic; 350,000 compounds, 0.074% hits; Potency, µM (titrated, usually from 77.5 µM), for the others: at the highest dose activity change, negative = displacement, usual class: inhibitors; apoferritin/1-aminoanthracene competitive binding, fluorescence; P02791; note: potency is the fitted concentration of half-maximal effect; % is set by controls: 0 for no effect and ±100 for the full control effect; nearly all actives have a fitted effect of over 20% in size
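Concentration-response curves derived by four-parameter Hill fitting of normalized fluorescence, where compounds displaced 1-AMA from 10 uM horse apoferritin following a brief 10 min room-temperature incubation; propofol titration acted as positive control.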
Pol beta inh: DNA polymerase beta (human) inhibition; P06746; 340,000 compounds, 1.3% hits; Potency, µM (titrated, usually from 114 µM), inactives show at the highest dose activity change, negative = inhibition, hits mostly inhibitors; Pol beta primer extension/strand displacement, fluorescence kinetic; note: potency is the fitted concentration of half-maximal effect; % is set by controls: 0 for no effect and ±100 for the full control effect
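Pol beta (10 nM) was preincubated with compound for 15 min at room temperature. The reaction was then started with 50 nM substrate and read immediately and after a further 10 min at room temperature.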
POLH inh: DNA polymerase eta (human) inhibition. recombinant Pol eta, fluorescent DNA replication assay. Potency, µM (series often up to 114 µM), for the others: top-dose activity change, negative = inhibition, hits mostly inhibitors. 390,000 compounds, 1.2% hits. AID 588591; note: potency is the fitted concentration of half-maximal effect; % is set by controls: 0 for no effect and ±100 for the full control effect
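Pol eta at 10 nM preincubated with compounds 15 min at room temperature; reaction started with fluorescent substrate (50 nM final) and read kinetically at 0 and 10 min.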
LDHA inh: LDHA (human) enzyme inhibition; AID 1347041; 480,000 compounds, 0.15% hits; activity change, % (values are at about 110 or 230 µM); P00338; purified LDHA, NADH/diaphorase-resazurin fluorescence; active compounds read low; in the data active = activity change below about -30%; inconclusive = mostly about -25% to -30%;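 note: plate controls were DMSO wells for no effect and wells without enzyme for full effect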
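Resorufin fluorescence (ex540/em590), read at 0 and 20 min after diaphorase/resazurin addition, reports the NADH left after a 5 min room-temperature reaction of 2 nM human LDH5 with 0.06 mM NADH and 0.2 mM pyruvate.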
RGS4 inh: human RGS4 inhibition; Potency, µM (highest dose often 114 µM), inactives show at the top dose activity change, negative = inhibition, usual class: inhibitors; 390,000 compounds, 0.039% hits; Transcreener GDP fluorescence polarization, RGS4-accelerated GTP hydrolysis; note: potency is the fitted concentration of half-maximal effect; % is set by controls: 0 for no effect and ±100 for the full control effect; nearly all actives have a fitted effect of over 75% in size; some results filed as inactive show a strong effect at the top dose
Target sequence (P49798 whole entry, looked up): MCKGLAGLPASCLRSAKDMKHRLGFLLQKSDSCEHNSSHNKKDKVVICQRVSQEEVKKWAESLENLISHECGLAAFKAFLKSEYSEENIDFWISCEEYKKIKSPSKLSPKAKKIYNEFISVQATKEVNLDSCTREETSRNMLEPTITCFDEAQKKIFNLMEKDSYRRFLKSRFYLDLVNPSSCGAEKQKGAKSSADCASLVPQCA
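MLSMR compounds (23 nl, pin-transferred) preincubated 10 min at room temperature with a 500nM (2x) first reagent, then RGS4 at 900nM (2x) plus Transcreener GDP mix added; fluorescence polarization (620/688 nm) read before and after 90 min at 30 °C.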
12-LOX inh: blocks human arachidonate 12S-lipoxygenase. P18054. AID 1671190. 580,000 compounds, 1.1% hits. Potency, µM (highest dose often 108 µM), for the others: top-dose activity change, negative = inhibition, hits mostly inhibitors. purified 12hLO, xylenol orange hydroperoxide absorbance; note: potency is the fitted concentration of half-maximal effect; % is set by controls: 0 for no effect and ±100 for the full control effect
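Purified human 12hLO (150 nM final) in 25 mM Hepes, 0.01% Triton X-100, pH 7.0 was preincubated 15 min at room temperature with compound. Then 40 uM arachidonic acid was added, 30 min. Hydroperoxide was read by Fe-XO absorbance ratio 573/405 nm.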
An asterisk follows results filed as active; ? = inconclusive; . = no result given; & = joins results of further samples; [ ] = another dose, or the depositor's remark. Unless noted, calls come from the whole dose curve; as a rule, active = well fitted curve in the direction sought with a large enough effect; inconclusive = small, poorly fitted or top-dose-only effect, or another doubt; inactive = no such curve, though single readings can be large; an effect the other way counts as inactive or inconclusive. The list is partial. The share of hits here may be higher or lower than overall.

Second line of a record: Anesthetic bind	APEX1 inh	POLH inh	Pol kappa inh	LDHA inh	RGS4 inh	Pol beta inh	ERG-DNA inh	12-LOX inh
COc1cccc(CN2CCN(Cc3cccc4nonc34)CC2CCO)c1 (centres undefined)
→ -4%	5%	-5%	6%	-9	?	0%	10%	-25%
FC(F)(F)c1ccc2c(c1)N1CCCC1CN2 (centres undefined)
→ -17%	2%	-15%	-13%	13	?	31%	-9%	-16%
O=C(NCC(=O)N(c1ccc(Cl)cc1)C(C(=O)NC1CCCC1)c1cccnc1)c1ccco1 (centres undefined)
→ -5%	16%	10%	-2%	-11	17%	33%	-4%	20%
O=C(O)c1ccc(S(=O)(=O)Nc2ccc3c(c2)OCCO3)cc1
→ -2%	54%[activator]	-19%	-4%	-1	-5%	12%	3%	-26%
CCc1cccc(C)c1NC(=O)CN1C(=O)NC(Cc2ccccc2)C1=O (centres undefined)
→ -5%	24%	-18%	6%	-1	-12%	21%	5%	0%
COc1ccc(C(c2c(NC(C)=O)sc3c2CCCC3)N2CCN(CCO)CC2)cc1OC (centres undefined)
→ -6%	-2%	-6%	-10%	-1	21%	5%	0%	-1%
COc1ccc(CCNC2=CC(=O)CC(C)(C)C2)cc1
→ 5%	3%	-12%	3%	-3	6%	4%	10%	138%[activator]
COc1ccc(C2=NCCn3nc4cc(OC)ccc4c32)cc1
→ .	14%	-1%	-11%	23	-9%	.	5%	?
Cc1ccc2nc3sc(C(=O)Nc4ccc(F)cc4)cc3cc2c1
→ 14%	?	-11%	-2%[60.1 µM]	-11&-2&3	-18%	2.5µM*	-11%	-22%
CC(C)Oc1ccccc1NC(=O)CSc1nccn1C
→ 2%&-9%	13%	-15%&-1%	0%&0%	5&-12	-8%&7%	-1%&34%	4%&2%	19%&-18%
CCc1nnc(NC(=O)C2CCCN2C(=O)Nc2ccc(C)cc2)s1 (centres undefined)
→ -4%	24%	-3%	-7%	-6	9%	24%	2%	-1%
Cc1c(Cl)cccc1NC(=O)CNC(=O)CCS(=O)(=O)c1ccc(F)cc1
→ .	0%	-18%	3%	-1	-8%	.	4%	152%[activator]
CCn1c(CNc2nc3ccccc3n2C(C)C)nc2ccccc21
→ -2%	11%	?	-6%	?	16%[11.4 µM]	0%	-4%	?
Cc1cc(C)nc(NC(=S)NC(=O)c2ccccc2)n1
→ -7%	14%	1%	-1%	-13	25%	13%	-3%	31%[activator]
CC1CN(C(=O)c2ccccc2OCc2ccc(Cl)cc2Cl)CC(C)O1 (centres undefined)
→ .	10%	-20%	6%	-2	-17%	.	9%	367%[activator]
Cc1cc(C)c2c(CC(=O)O)c(C)[nH]c2c1
→ -8%	?	11%	-7%	0	-12%	?	-6%	50µM*
CCC1=NN2C(=N)/C(=C\c3ccc(OCCOc4ccccc4)c(OC)c3)C(=O)N=C2S1
→ -13%	16%	.	.	.	.	-1%	.	?
COc1ccccc1OCC(=O)Nc1cccc(-c2nnc(-c3ccco3)o2)c1
→ -7%	-5%	3%	-19%	-6	11%	22%	-1%	2%
CCC(C(=O)NCCC(C)C)n1ccc2cc(S(=O)(=O)N3CCCCC3)ccc21 (centres undefined)
→ 26%	51%[activator]	-16%	5%	1	-17%[56.9 µM]	9%	10%	.
O=C(NC1CCC(O)CC1)c1ccc(-c2ccc([N+](=O)[O-])cc2)o1 (centres undefined)
→ -7%	-1%	-1%	-2%	2	-48%	?	0%	-18%
CCOC(=O)c1sc(=S)n(-c2ccc(F)c(F)c2)c1N
→ 9%	17%	-16%	-8%	-4	?	2%	-9%	-14%
O=C(Nc1cccc(F)c1)c1cccc(S(=O)(=O)N2CCOCC2)c1
→ -10%	3%	-14%	7%	-3	-10%	0%	-5%	-5%
COc1ccc(C)cc1NC(=O)C(CCS(C)(=O)=O)NC(C)=O (centres undefined)
→ 1%	3%	-4%	6%	1	-9%	-8%	4%	45%[activator]
Cc1ccsc1/C=N\NC(=O)CCc1c(C)n[nH]c1C
→ -7%	-3%	-17%	2%	-5	-42%	3%	7%	61%[activator]
N#Cc1ccccc1S(=O)(=O)N1CCN(CC(O)c2ccccc2)CC1 (centres undefined)
→ -12%	4%	9%	?	-22	16%	-23%	3%	?
CCn1c(C(C)NC(=O)c2cccs2)nc2ccccc21 (centres undefined)
→ 2%	3%	-15%	0%	-13	20%	-11%	-12%	-1%
Cc1cc2c(c(=O)o1)C1(C(=O)N(CC(=O)O)c3ccccc31)C(C#N)=C(N)O2 (centres undefined)
→ -7%	8%	20µM*	?	8	-5%	?	-7%	?
CCOc1ccc(C(CC(=O)O)NC(=O)c2cccs2)cc1OC (centres undefined)
→ -5%	-1%	-11%	-5%	-4	3%	-1%	-2%	-1%
Cc1ccc(N(CC(=O)O)S(=O)(=O)c2cccc3nonc23)cc1
→ -15%	1%	-11%	0%	4	1%	26%	-5%	9%
COc1ccc(C(=O)OCC(=O)NCC2CCCCC2)cc1S(=O)(=O)N1CCCc2ccccc21
→ -5%	1%	-16%	-17%	-4	1%	-10%	-3%	-11%

Brought forward from above: 3 entries; new compounds follow.
Second line of a record: Anesthetic bind	APEX1 inh	POLH inh	Pol kappa inh	LDHA inh	RGS4 inh	Pol beta inh	ERG-DNA inh	12-LOX inh
CCOc1ccc(C(CC(=O)O)NC(=O)c2cccs2)cc1OC (centres undefined)
→ -5%	-1%	-11%	-5%	-4	3%	-1%	-2%	-1%
Cc1ccc(N(CC(=O)O)S(=O)(=O)c2cccc3nonc23)cc1
→ -15%	1%	-11%	0%	4	1%	26%	-5%	9%
COc1ccc(C(=O)OCC(=O)NCC2CCCCC2)cc1S(=O)(=O)N1CCCc2ccccc21
→ -5%	1%	-16%	-17%	-4	1%	-10%	-3%	-11%
CCN1CCN(C(=O)N(CC(=O)Nc2ccc(C(N)=O)cc2)S(=O)(=O)c2ccc(C)cc2)CC1
→ .	6%	-7%	-21%	-3	14%	.	-1%	-3%
CN1C(=O)N(c2nnc(C(C)(C)C)s2)C(=O)C1c1ccccc1 (centres undefined)
→ 6%	?	0%	-17%	-1	16%	17%	-6%	0%
CSc1nsc(SCC(=O)N2CCCCC2)n1
→ -14%	-2%	-15%	2%	-1	-28%	33%	9%	33%[activator]
O=C(CSc1ccccc1)NCc1ccco1
→ 7%	14%	?	-12%	-7	-4%	4%	6%	9%
O=C(N/N=C/c1ccc[nH]1)c1sc2ccccc2c1Cl
→ -6%	-3%	5%	-7%	-2	13%	0%	.	-2%
Cc1cccc(N2CCN(C(=O)c3noc4c3COc3ccc(C)cc3-4)CC2C)c1 (centres undefined)
→ -10%&-10%	-11%	-13%&-3%	?	5&-1	6%&1%	2%&3%	-19%&-7%	31%&-25%
COc1ccc(OC)c(NC(=O)Cc2cccs2)c1
→ 8%	-23%	?	-31%	5	?	50µM*	0%	?
N#Cc1c(-n2cccc2)cccc1-n1cccc1
→ -19%	25%	-3%	-6%	-12	21%	11%	-1%	15%
CC(C)(C)C(=O)NC1CC2CCCC(C1)N2C(=O)Nc1ccccc1 (centres undefined)
→ 38%[activator]	24%	6%	-3%	-1	1%	67%	-15%	31%[activator]
Cc1sc2nc(CN3CCOCC3)nc(NCCc3ccccc3)c2c1C
→ -15%	0%	-9%	-8%	-1	-16%	0%	8%	-11%
Oc1c(C(c2ccccc2)N2CCCC2)sc2nc(-c3ccco3)nn12 (centres undefined)
→ -6%	.	-5%	-9%[60.1 µM]	-3	30%	-12%	3%	?
O=C(Nc1ccc(OC(F)(F)F)cc1)c1noc2c1CCCC2
→ 0%	.	.	-9%	-4	6%	-20%	-3%	-2%
Cc1nc(SCC(=O)NCC2CCCO2)nc(C)c1C (centres undefined)
→ .	16%	1%	-13%	-6	-4%	.	2%	37%[activator]
Cc1ccc(CN2CCN(CCCn3cccn3)CC2CCO)cc1 (centres undefined)
→ -3%	13%	1%	-11%	-9	-10%	39%	-9%	-3%
COc1ccc(C(=O)NC(Cn2ccnc2)C(C)(C)C)cc1OC1CCN(C(C)C)CC1 (centres undefined)
→ -14%	42%	-16%	3%	2	-7%	?	6%	0%
Cc1ccc(NS(=O)(=O)c2ccc(OCC(=O)NCc3ccccn3)cc2)cc1
→ .	.	-21%	-13%	-5	-6%	.	7%	458%[activator]
Cc1nn(-c2ccc(C(=O)Nc3nnc(C4CC4)s3)cc2)c(C)c1Cl
→ -17%	1%	-15%	-6%	-6	?	3%	9%	0%
O=C1c2ccccc2C(=O)N1OS(=O)(=O)c1ccc(F)cc1
→ -1%	12%	-7%	-8%	2	-6%	30%	7%	?
O=C(NC(=S)Nc1ccccc1N1CCOCC1)c1cccs1
→ 5%	-5%	-25%	-12%	-2	-28%	-8%	9%	?
CCCc1cc(C(=O)OC)c(NC(=O)CCC(=O)O)s1
→ -5%	-6%	-1%	-7%	-7	?	17%	6%	2%
Cc1nc(-c2ccc(F)cc2)sc1CCNC(=O)c1cccs1
→ 45%	.	1%	-13%[60.1 µM]	-5	2%	-3%	13%	-16%
CCOC(=O)C(CC)/C(C)=N\NC(=O)CCC(=O)Nc1ccc(Cl)cc1Cl (centres undefined)
→ ?	-9%	-14%	-3%	-9	14%	32%	-5%	4%
CCCCC(NC(=O)Cc1c(C)c2cc3c(C)c(C)oc3c(C)c2oc1=O)C(=O)O (centres undefined)
→ 3%	13%	-6%	-15%[60.1 µM]	-1	12%	-14%	-6%	-7%
